# Assay outcomes: PubChem, National Center for Advancing Translational Sciences (NCATS)
# FEN1 inh – qHTS Assay for the Inhibitors of Human Flap endonuclease 1 (FEN1) | P39748 | Recombinant FEN1 flap cleavage, fluorescence, 15 min | Potency, µM (doses to about 114 µM), for the others: at the highest dose activity change, negative = inhibition, usual class: inhibitors | actives 0.35% (n = 390,000); also: nearly all actives have a fitted effect of over 65% in size
# Target sequence (P39748 whole entry, looked up): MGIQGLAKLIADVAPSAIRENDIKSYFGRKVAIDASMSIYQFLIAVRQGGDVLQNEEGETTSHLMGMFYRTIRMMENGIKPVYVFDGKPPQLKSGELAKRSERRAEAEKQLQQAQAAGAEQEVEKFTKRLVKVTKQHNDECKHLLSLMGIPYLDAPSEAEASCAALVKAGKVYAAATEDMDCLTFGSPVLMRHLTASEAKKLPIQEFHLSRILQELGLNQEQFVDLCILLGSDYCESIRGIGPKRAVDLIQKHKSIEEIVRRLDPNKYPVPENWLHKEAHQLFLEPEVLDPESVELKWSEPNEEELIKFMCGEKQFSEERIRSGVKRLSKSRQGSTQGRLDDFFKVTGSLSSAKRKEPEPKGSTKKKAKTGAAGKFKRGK
#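 FEN1 at 10 nM preincubated with compounds 15 min at room temperature, then flap DNA substrate added at 50 nM final. Signal read at 0 and 15 min; concentration-response fitted with four-parameter Hill equation.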
# GCN5L2 inh – qHTS Assay for Inhibitors of GCN5L2. actives 0.21% (n = 390,000). Potency, µM (doses to about 58.9 µM), without a hit: at the top dose activity change, negative = inhibition, hits mostly inhibitors. AID 504327, 2011. GCN5L2 HAT assay, ThioGlo1 CoA-SH fluorescence. Histone acetyltransferase KAT2A (Homo sapiens), Q92830
#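 Titration-based screen in which CoA formation is detected via maleimide probe ThioGlo1 (50uM) turning fluorescent on thiol reaction; substrates H3(1-25) 75uM and acetyl-CoA 70uM, GCN5L2 20nM, 20 min incubation at room temperature.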
# TDP1 cell CPT – qHTS for Inhibitors of human tyrosyl-DNA phosphodiesterase 1 (TDP1): qHTS in cells in presence of CPT; chicken DT40 Tdp1-/-;hTDP1 cells + 20 nM CPT, ATP luminescence, 48 h; Potency, µM (series often up to 46.2 µM), for inactives: at the top dose activity change, negative = growth inhibition, actives largely listed as inhibitors; actives 12% (n = 420,000); AID 686979, 2013; also: nearly all actives have a fitted effect of over 55% in size
#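 Cell growth measured by CellTiter-Glo luminescence after a minimum 48 h, 37 C compound exposure with 20 nM CPT in Tdp1-knockout DT40 cells stably expressing hTDP1, seeded 400/well; qHTS titration format.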
# Numbers without * were called inactive; ? = inconclusive; · = not tested or not shown; & = joins results of further samples; [ ] = remark or other dose. Calls follow the shape of the dose curve; as a rule, active = well fitted curve in the direction sought with a large enough effect; inconclusive = small, poorly fitted or top-dose-only effect, or another doubt; inactive = no such curve, though single readings can be large; an effect the other way counts as inactive or inconclusive. % is scaled to controls: 0 for no effect and ±100 for the full control effect; potency is read from the fitted curve at half-maximal effect. This is a subset; count on the stated rates, not on these rows.
SMILES,FEN1 inh,GCN5L2 inh,TDP1 cell CPT
C[n+]1c(-c2ccccc2)c2cc(N)ccc2c2ccc(N)cc21,11µM*,0%,0.52µM*
Cc1ccc2c(c1Cl)NC(C(=O)O)C1CC(Sc3ccccc3[N+](=O)[O-])C(Cl)C21 (centres undefined),?,3%,-21%
CC1([N+](=O)[O-])COP(=O)(Nc2cccc(F)c2)OC1 (centres undefined),-2%,·,-2%
CN(C)c1cc[n+](CC(O)C[n+]2ccc(N(C)C)cc2)cc1,-6%,-5%,-7%
CCCCn1c(O)c(C(C)=NCc2cccnc2)c(=O)[nH]c1=O,9%,-5%,-11%
Cn1c(O)c(/C=C/C=Nc2ccccc2)c(=O)n(C)c1=O,5%,-3%,-2%
COC(=O)c1c(-c2ccc(Cl)cc2)noc1N1CCN(c2ccc(C(C)=O)cc2)CC1,-2%,-21%,?
COc1c(O)c2c(=O)cc(OC)c3c4c(OC)cc(=O)c5c(O)c(OC)c(C[C@@H](C)OC(=O)c6ccccc6)c(c(c1C[C@@H](C)OC(=O)Oc1ccc(O)cc1)c23)c54,·,-4%,?
Cc1ccsc1C(=O)C1CCCN(Cc2ccccc2O)C1 (centres undefined),-8%,-4%,-21%
CC(=O)Nc1ccccc1C(=O)OCC(=O)Nc1ncccn1,3%,-5%,8%
CCc1ccccc1N1C(=O)/C(=C/c2ccc(N3CCN(C)CC3)o2)C(=O)NC1=S,?,0%,-26%
Cn1c2ccccc2c2c(C(=O)N3CCC4(CC3)OCCO4)cn(C3CCCC3)c(=O)c21,-9%,-10%[0.501 µM],?
CC(=O)[C@H]1CC[C@H]2[C@@H]3CC[C@H]4C[C@H](O)CC[C@]4(C)[C@H]3C(=O)C[C@]12C,3%,-3%&0%&5%,?
Cc1ccc2nc3c(cc2c1)CC1(C(=O)N(C)C(=O)N(C)C1=O)C1CCCCN31 (centres undefined),-3%,-3%,0%
O=C(O)CCC(=O)NCCC1=c2ccccc2=N/C1=C\c1c(O)n(Cc2ccc(F)cc2)c(=S)[nH]c1=O,-10%,18µM*,49%[activator]
COc1ccc(CN2CCN(Cc3ccccc3OC)CC2)cc1,-14%,8%,-19%
COc1ccc(N2CCN(C(=O)C3CCCN(S(=O)(=O)c4ccc5c(c4)CCCN5C(C)=O)C3)CC2)cc1 (centres undefined),13%,-4%,4.1µM*
CC12CN3CC(C)(CN(C1)C31CCOCC1)C2=O,-1%,2%,3%
O=C(c1c[nH]c(C(=O)C(Cl)(Cl)Cl)c1)c1ccccc1Cl,-6%,·,?
c1ccc(-c2nn(-c3ccccc3)[n+](-c3ccccc3)n2)cc1,-11%,·,0.58µM*
CCC(=NCCCn1ccnc1)c1c(O)n(-c2ccc(OC)cc2)c(=O)[nH]c1=O,-2%,-9%,6%
C=CCOc1ccc(CC2C(=O)N(C)C(=O)N(C)C2=O)cc1,3%,-13%,-13%
CC1=C(C)CC2(C(=O)NC(=S)NC2=O)C(C)C1 (centres undefined),-5%,·,4%
CCOc1cccc(CNCCc2c(C)[nH]c3ccc(OC(F)(F)F)cc23)c1O,-22%,?,2.9µM*
COc1ccc(OCC(=O)N2CCN(C/C=C/c3ccccc3)CC2)cc1,-1%,-4%,?
# Next part:
SMILES,FEN1 inh,GCN5L2 inh,TDP1 cell CPT
COC(=O)C1=C(c2ccc(F)cc2F)C[C@@H]2CC[C@H]1N2C(=O)N1CCOCC1,-17%,-13%,?
O=c1[nH]c(=O)n(-c2ccc(F)cc2)c(O)c1/C=C1\C=Nc2ccccc21,-3%,6%,3%
Cc1ccc(NC(=O)CCNC(=O)N2C[C@H]3C[C@@H](C2)c2cccc(=O)n2C3)c(C)c1,22%,-7%,-1%
COc1ccccc1N(CC(=O)NC1CCCCC1)C(=O)c1cnn(C(C)C)c1,-2%,-11%,?
C#CCOC(C(=O)OCCN(C)C)(c1ccccc1)c1ccccc1,·,-7%,21µM*
CC(=O)NC(C)Cc1ccccc1 (centres undefined),-1%,-6%,11%
CNC(C(=O)c1ccccc1)C(OC)c1ccccc1 (centres undefined),8%,0%,-27%
O=c1oc2ccccc2n1CSC1=NCCS1,7%,-3%,?
CC(C)OC12Oc3ccccc3C=C1N1CCC2CC1 (centres undefined),-13%,-7%,0%
CN1C(=O)/C(=C/c2ccc(Cl)s2)C(=O)NC1=S,-24%,-18%,7.3µM*
CCCCn1c(O)c(C(CC)=NCCc2ccccc2)c(=O)[nH]c1=O,-5%,·,-27%
COc1ccccc1-n1c(O)c(C=NC2CC2)c(=O)[nH]c1=O,-4%,0%,-3%
CC(C)CN1CCN(Cc2ccc(C(F)(F)F)cc2)CC1CCO (centres undefined),-2%,1%,?
COc1cccc(-n2c(/C=C/c3ccccn3)nc3ccccc3c2=O)c1,3%,3%,?
Cc1cc(=O)oc2cc(OCC(=O)N3CCN(C(C)c4ccccc4)CC3)c(Cl)cc12 (centres undefined),-4%,-4%,?
C/C(=N\NC(=O)c1ccccc1)c1c(O)n(Cc2ccccc2)c(=O)[nH]c1=O,0%,?,2%
O=C(COc1ccc2ccccc2c1)N1CCN(C2CCN(Cc3ccccc3)CC2)CC1,-5%,-8%,16µM*
O=C(c1cccc(Cl)c1)C1CCCN(Cc2ccon2)C1 (centres undefined),9%,-25%,?
CC1CCCCN1CC(O)c1c[nH]c2ccccc12 (centres undefined),11%,1%,10%
Cn1c(=O)oc2cc(S(=O)(=O)NCCC(=O)NCCc3ccc(Cl)cc3)ccc21,-9%,-9%,?
COc1ccc(NC(=O)c2cn(CCC#N)nc2-c2cccc([N+](=O)[O-])c2)cc1,-5%,-18%,-22%
O=c1c2ccccc2nc(/C=C/c2cccc3ccccc23)n1-c1ccccc1Cl,9%,-1%,12µM*
Clc1ccc(Cl)cc1,·,4%,-10%
COc1ccc(S(=O)(=O)N2Cc3cnnn3-c3ccccc3C2C#N)cc1 (centres undefined),-10%,·,2%
c1ccc2sc(C3(NCC4CC4)CCCCC3)cc2c1,·,-10%,16µM*
# Additional structures follow.
SMILES,FEN1 inh,GCN5L2 inh,TDP1 cell CPT
CC(=O)c1c(C)n(CC2CCCO2)c2ccc(O)cc12 (centres undefined),-3%,-6%,-23%
NC1=C([N+](=O)[O-])C(c2ccc3c(c2)OCO3)c2c(c3ccccc3oc2=O)O1 (centres undefined),11%,-10%,-2%
O=C(Nc1nc2c(Cl)cccc2s1)c1ccc(S(=O)(=O)N2CCc3ccccc32)cc1,-6%,-11%,?
Cc1ccc(C)c(NC(=O)CCNC(=O)N2C[C@H]3C[C@@H](C2)c2cccc(=O)n2C3)c1,21%,-4%,9%
C[C@H](NC(=O)N1C[C@H]2C[C@@H](C1)c1cccc(=O)n1C2)C(=O)Nc1cccc(F)c1,23%,-1%,4%
CN(C)CCNC(=O)c1cccn(Cc2cccc(C(F)(F)F)c2)c1=O,-3%,0%,23µM*
Cc1cc[n+](Cc2ccccc2)cc1,-11%,-1%,?
COC(=O)C1=C(c2ccccc2)C[C@@H]2CC[C@H]1N2C(=O)NCc1ccc(F)cc1,-3%,·,-19%
Cc1noc(C)c1CSc1nc2cc(S(=O)(=O)N3CCOCC3)ccc2o1,3%,-5%,?
Cn1c(O)c(C(=Nc2ccc(F)cc2)c2ccccc2)c(=O)n(C)c1=O,6%,2%,?
CCc1cc(=O)oc2cc(OCC(=O)N3C[C@H]4C[C@@H](C3)c3cccc(=O)n3C4)ccc12,1%,-3%,7%
CC(=O)OC(C)(C)/C=C/C(=O)[C@](C)(O)[C@H]1[C@H](O)C[C@@]2(C)[C@@H]3CC=C4[C@H](C[C@H](O)C(=O)C4(C)C)[C@]3(C)C(=O)C[C@]12C,-13%,1%,0.046µM*
C[C@H](CO)N1C[C@H](C)[C@H](CN(C)S(=O)(=O)c2ccccc2)Oc2ccc(NC(=O)NC3CCCCC3)cc2CC1=O,-3%,0%,?
NS(=O)(=O)c1ccc(CCNC(=O)c2ccc(Cl)c(S(=O)(=O)N3CCCCCC3)c2)cc1,2%,·,21µM*
CCN1C[C@@]2(COC)C3[C@@H](OC)[C@H]4[C@@H]1[C@@]3(C1C[C@@]3(O)[C@H](OC(=O)c5ccccc5)C1[C@]4(OC(C)=O)[C@@H](O)[C@H]3OC)[C@@H](OC)C[C@H]2O (some centres undefined),20%,·,0%
Cc1[nH]c2ccccc2c1C(=O)CN1CC=C(c2ccccc2)CC1,-18%,-1%,16µM*
Cn1c(O)c(C=NC2C(=O)C3(C)CCC2C3(C)C)c(=O)n(C)c1=O (centres undefined),-6%,-15%,2%
C=C1C[C@]2(O)[C@@]3(C)CCC(=O)C(C)(C)C3=C(O)C(=O)[C@@]2(C)[C@@H]2C(=O)O[C@@](C)(C(=O)OC)C(=O)[C@@]12C,-13%,-2%,-18%
CCCCn1c(O)c(C(C)=NCC2CCCO2)c(=O)[nH]c1=O (centres undefined),-4%,-1%,-9%
O=C1NCCCCC1(Cl)Cl,-18%,·,-4%
FCCN(CCF)c1cccc(Cl)c1,-15%,-15%,2%
CCOC(=O)C1(CCc2ccccc2)CCN(Cc2ccco2)CC1,-14%,-17%,?
CC1CN(c2cc([N+](=O)[O-])ccc2Cl)CC(C)N1 (centres undefined),22%,-5%,-3%
CCn1cc(/C=c2/sc3n(c2=O)C2c4ccccc4OC(C)(N=3)C2C(=O)OC)c(C)n1 (centres undefined),12%,-19%,-5%
COc1ccc(-c2coc3cc(OC(=O)N4CCOCC4)ccc3c2=O)cc1,2%,-4%,13µM*
Cc1ccc2[nH]c(=S)n(-c3cccnc3)c(=O)c2c1,3%,-12%,4%
Cc1ccccc1NC(=O)c1cc(-c2ccccc2)n(CCCN2CCOCC2)c1C,0%,-1%,-2%
Cc1ccc(C(=O)C2CN3CCC2CC3)cc1 (centres undefined),4%,-3%,-25%
O=C(c1ccc(CNS(=O)(=O)c2ccc(Br)cc2)cc1)N1CCC2(CC1)OCCO2,3%,1%,?

# Among those listed so far, 13 contain an NH in an aromatic ring.
SMILES,FEN1 inh,GCN5L2 inh,TDP1 cell CPT
CCCCn1c(O)c(C(C)=NCc2cccnc2)c(=O)[nH]c1=O,9%,-5%,-11%
O=C(O)CCC(=O)NCCC1=c2ccccc2=N/C1=C\c1c(O)n(Cc2ccc(F)cc2)c(=S)[nH]c1=O,-10%,18µM*,49%[activator]
O=C(c1c[nH]c(C(=O)C(Cl)(Cl)Cl)c1)c1ccccc1Cl,-6%,·,?
CCC(=NCCCn1ccnc1)c1c(O)n(-c2ccc(OC)cc2)c(=O)[nH]c1=O,-2%,-9%,6%
CCOc1cccc(CNCCc2c(C)[nH]c3ccc(OC(F)(F)F)cc23)c1O,-22%,?,2.9µM*
O=c1[nH]c(=O)n(-c2ccc(F)cc2)c(O)c1/C=C1\C=Nc2ccccc21,-3%,6%,3%
CCCCn1c(O)c(C(CC)=NCCc2ccccc2)c(=O)[nH]c1=O,-5%,·,-27%
COc1ccccc1-n1c(O)c(C=NC2CC2)c(=O)[nH]c1=O,-4%,0%,-3%
C/C(=N\NC(=O)c1ccccc1)c1c(O)n(Cc2ccccc2)c(=O)[nH]c1=O,0%,?,2%
CC1CCCCN1CC(O)c1c[nH]c2ccccc12 (centres undefined),11%,1%,10%
Cc1[nH]c2ccccc2c1C(=O)CN1CC=C(c2ccccc2)CC1,-18%,-1%,16µM*
CCCCn1c(O)c(C(C)=NCC2CCCO2)c(=O)[nH]c1=O (centres undefined),-4%,-1%,-9%
Cc1ccc2[nH]c(=S)n(-c3cccnc3)c(=O)c2c1,3%,-12%,4%

# Results in FEN1 inh and GCN5L2 inh, for some of the entries so far:
SMILES | FEN1 inh | GCN5L2 inh
Cc1ccccc1NC(=O)c1cc(-c2ccccc2)n(CCCN2CCOCC2)c1C | 0% | -1%
Cc1ccc(C(=O)C2CN3CCC2CC3)cc1 (centres undefined) | 4% | -3%
